Compound activity deposited in PubChem by several laboratories.
V1R ag counter – activates human V1a receptor in oxytocin agonist counter-screen | P37288 | CHO-V1R cells, Fluo-8 calcium fluorescence, agonist mode; 0% DMSO, 100% 3 nM vasopressin | activation, % at 3 µM | 320,000 tested, 0.25% active;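 active = activation above the mean activation of all tested compounds plus 3 SD, per screening run, cut at about 20% in these data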;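 note: signal is peak over basal fluorescence ratio across a 100 second FLIPR read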
IMP-1 inhibitor – blocks Pseudomonas aeruginosa IMP-1 metallo-beta-lactamase | purified IMP-1, nitrocefin hydrolysis, epi-absorbance fluorescence | inhibition, % at 5.6 µM | 290,000 tested, 0.45% active | AID 1556;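 active = inhibition above the mean plus 3 SD of all compounds in the same screening run, cut at about 4.5% in these data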;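 note: 0% = IMP-1 with DMSO and 100% = DMSO wells lacking enzyme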
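System: purified IMP-1; amount: IMP-1 0.2 nM before substrate addition; compound: single dose, 5.6 µM; times: 25 °C, 15 min preincubation, 25 min reaction; signal: Epi-absorbance via hydrolysed-nitrocefin quenching of white-plate fluorescence, 480/530 nm, EDTA stop; benchmarks: DMSO with and without IMP-1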
VIM-2 inh – blocks Pseudomonas aeruginosa VIM-2 metallo-beta-lactamase; inhibition, % at 5.6 µM; purified VIM-2, nitrocefin hydrolysis, epi-absorbance fluorescence; 290,000 tested, 0.89% active;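 active = inhibition above the mean of all tested compounds plus 3 SD, cutoff set per screening run, cut at about 7.5% in these data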;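 note: red hydrolysis product quenches plate fluorescence so inhibitors raise well fluorescence; 0% = enzyme with DMSO and 100% = DMSO without enzyme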
PHOSPHO1 block – blocks human PHOSPHO1 phosphatase activity. 290,000 tested, 1.1% active. recombinant PHOSPHO1, absorbance phosphatase assay. Q8TCT1. inhibition, % at 13.3 µM. AID 1565; in the data active = inhibition above about 60%
Target sequence (Q8TCT1 whole entry, looked up): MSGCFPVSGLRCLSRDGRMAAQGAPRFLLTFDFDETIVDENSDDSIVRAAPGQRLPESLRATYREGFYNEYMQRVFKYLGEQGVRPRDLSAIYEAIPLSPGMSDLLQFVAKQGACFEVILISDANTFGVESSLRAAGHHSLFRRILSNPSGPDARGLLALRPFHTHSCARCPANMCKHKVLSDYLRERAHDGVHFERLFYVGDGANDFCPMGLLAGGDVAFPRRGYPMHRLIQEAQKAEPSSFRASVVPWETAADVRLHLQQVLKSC
OXTR agonist – activates the human oxytocin receptor. CHO-OTR cells, Fluo-8 calcium fluorescence; normalized: DMSO 0%, oxytocin 100%. activation, % at 3 µM. 320,000 tested, 0.32% active. AID 2435;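 active = activation above the mean of all tested compounds plus 3 SD, cutoff set per screening run, cut at about 20% in these data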;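 note: peak over basal fluorescence ratio from a 100 s FLIPR kinetic read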
Target sequence (P30559 whole entry, looked up): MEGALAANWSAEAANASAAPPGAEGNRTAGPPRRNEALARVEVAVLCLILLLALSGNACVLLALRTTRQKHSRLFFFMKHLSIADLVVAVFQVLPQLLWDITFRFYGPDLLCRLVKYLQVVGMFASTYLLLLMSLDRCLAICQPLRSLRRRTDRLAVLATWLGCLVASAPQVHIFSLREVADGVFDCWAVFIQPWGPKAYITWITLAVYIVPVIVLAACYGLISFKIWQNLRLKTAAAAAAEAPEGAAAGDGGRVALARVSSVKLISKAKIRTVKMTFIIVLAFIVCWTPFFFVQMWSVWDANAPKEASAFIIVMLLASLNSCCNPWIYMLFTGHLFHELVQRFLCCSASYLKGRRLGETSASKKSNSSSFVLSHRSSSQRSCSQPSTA
DNA FID counter – counter-screen for HCV NS3 helicase inhibitors: DNA intercalator displacement. 290,000 tested, 0.17% active. inhibition, % at 7.9 µM. AID 1845. DNA fluorescent intercalator displacement, fluorescence; in the data active = inhibition above about 37%;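 note: 0% = vehicle and 100% = reference compound; higher means more ethidium bromide displaced from hairpin DNA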
GalR3 antag – human GalR3 antagonism. O60755. HEK293 GalR3-CNG cAMP membrane potential fluorescence; galR3 body fused to GalR1 C-terminus. inhibition, % at 3 µM. 360,000 tested, 0.44% active;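 active = inhibition above the screen-wide average plus 3 SD, cut at about 13% in these data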;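 note: forskolin and galanin both at EC90 stimulate the cells; cAMP rise reported by CNG channel membrane potential dye signal; 0% = forskolin plus galanin with DMSO and 100% = forskolin alone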
GPR7 antagonist – blocks human GPR7 receptor signaling; GPR7-expressing cells, fluorescence antagonist assay; inhibition, % at 4.4 µM; 290,000 tested, 1.1% active; P48145; in the data active = inhibition above about 16%, passing the limit was not always enough;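 note: cells stimulated with the agonist NPW; 0% = agonist with vehicle and 100% = vehicle without agonist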
Target sequence (P48145 whole entry, looked up): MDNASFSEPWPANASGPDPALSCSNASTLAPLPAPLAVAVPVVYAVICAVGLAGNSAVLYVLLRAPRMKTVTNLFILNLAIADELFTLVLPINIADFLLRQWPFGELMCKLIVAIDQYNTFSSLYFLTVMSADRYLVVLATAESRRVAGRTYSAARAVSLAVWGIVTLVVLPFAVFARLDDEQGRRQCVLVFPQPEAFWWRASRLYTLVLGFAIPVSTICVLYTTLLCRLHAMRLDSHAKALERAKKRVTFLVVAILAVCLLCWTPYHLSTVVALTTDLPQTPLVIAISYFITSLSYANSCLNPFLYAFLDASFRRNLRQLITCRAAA
HCV NS3 hel inh – blocks Hepatitis C virus NS3 helicase unwinding | NS3 helicase DNA unwinding, Cy5 molecular beacon fluorescence | inhibition, % at 10.9 µM | 290,000 tested, 0.56% active | AID 1800;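 active = inhibition above the mean of all tested compounds plus 3 SD, set per campaign, cut at about 35% in these data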;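 note: 0% = DMSO wells and 100% = thioflavine S control wells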
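System: NS3 helicase fragment of HCV / Schedule: 1 h at 25 °C / Control set: DMSO alone as 0% and 110 µM thioflavine S as 100% / Reagent: Cy5/quencher beacon DNA duplex and ATP to start / Technique: Cy5 fluorescence / Replication: singlicate / Evaluation: % inhibition of end-to-start signal ratio versus controls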
Numbers without * were called inactive; . = no result given.

structure | GPR7 antagonist | DNA FID counter | GalR3 antag | VIM-2 inh | IMP-1 inhibitor | V1R ag counter | PHOSPHO1 block | OXTR agonist | HCV NS3 hel inh
CC(C(=O)Nc1ccc(F)c(F)c1)N1CCN(C)CC1 (stereo unspecified) | -1.7 | 3.5 | -4.8 | -3.1 | -2.9 | -0.1 | 19.9 | -0.6 | 3.8
FC(F)(F)c1cccc(-c2noc(CN3CCOCC3)n2)c1 | -13.8 | -2.5 | -1.5 | -0.5 | -2.0 | 0.3 | 1.4 | 0.8 | -2.8
CC1CCN(CC(CS(=O)(=O)c2ccc([N+](=O)[O-])cc2)N2CCC(C)CC2)CC1 (stereo unspecified) | 1.1 | -2.4 | -5.7 | -1.2 | -2.0 | 0.1 | 41.6 | 0.8 | -4.5
O=S(=O)(c1ccccc1)N1CCN(S(=O)(=O)N2CCCCCC2)CC1 | -2.9 | -25.7 | -3.7 | 0.0 | -2.1 | 4.3 | 15.1 | 10.3 | 0.4
Cn1c(=O)c2c(nc(OCCc3ccccc3)n2C)n(C)c1=O | -12.5 | -22.4 | -8.3 | -0.4 | -1.3 | 2.9 | -9.9 | 1.9 | -6.9
O=C(/C=C/NNC(=O)c1ccc(Br)cc1)c1ccccc1 | -16.3 | -7.9 | -1.0 | -1.6 | -2.6 | 1.5 | -3.0 | -0.8 | 4.2
Cc1ccc(N2CC(C(=O)Nc3cccnc3)CC2=O)cc1Cl (stereo unspecified) | -7.7 | -15.3 | -3.4 | -2.3 | -2.1 | 6.3 | -22.4 | 1.2 | 1.7
O=C(NCC(=O)N1CCC(N2CCCCC2)CC1)C1CCCCC1 | -10.3 | 2.4 | -4.0 | 0.5 | -1.2 | 0.8 | -18.0 | 1.0 | -4.5
CCN(C(=O)c1cc2c(=O)n3ccccc3nc2n1CCCOC)C1CCCCC1 | -20.4 | -66.2 | 2.4 | 2.3 | -3.0 | 3.7 | -9.0 | 2.1 | 30.3
Cc1ccc(S(=O)(=O)N2CCCOC2CNC(=O)C(=O)NCCN2CCOCC2)cc1 (stereo unspecified) | -4.2 | -5.9 | -2.9 | 0.8 | 0.8 | 0.6 | 38.3 | 1.2 | -3.4
O=C(Oc1c(CN2CCOCC2)cc(Cl)c2cccnc12)c1ccccc1F | -11.6 | -4.8 | -0.2 | 0.0 | -2.9 | -0.4 | -74.0 | 0.1 | 11.0
Cc1nc(N/N=C/c2ccc(O)cc2)c2cnn(-c3ccccc3)c2n1 | 2.3 | 7.2 | -3.9 | 0.9 | -0.3 | 3.7 | -20.6 | 3.9 | -7.8
Cc1ccc(Cn2cnc3c(cnn3-c3ccc(F)cc3)c2=O)cc1 | -5.9 | -2.5 | -2.6 | -1.2 | -1.8 | 1.6 | -24.1 | 2.1 | 8.6
Cc1nnc(SCC(=O)Nc2ccccc2C(=O)NC2CC2)s1 | 1.1 | -3.6 | 8.0 | -5.8 | -3.0 | 0.0 | -3.4 | 0.7 | -4.5
CCCCNS(=O)(=O)c1ccc2nc(SCC(=O)c3ccccc3OC)[nH]c2c1 | -4.1 | -20.0 | -7.2 | -3.4 | -3.1 | 6.9 | 50.1 | 7.2 | 0.4
CCc1ccc(NC(=O)c2ccccc2NC(=O)C2CCCO2)cc1 (stereo unspecified) | -2.4 | -9.1 | -4.9 | -3.8 | -2.6 | -1.5 | 2.4 | -2.0 | 6.6
O=C(O)CC1(O)C(=O)N(Cc2ccccc2)c2ccccc21 (stereo unspecified) | -1.8 | 0.6 | -7.9 | -0.5 | -1.2 | -0.5 | 28.8 | 0.5 | 4.3
CCOc1ccc(NS(=O)(=O)c2ccc(OCC(=O)NCCCOC)cc2)cc1 | -11.2 | -23.9 | -3.8 | -1.4 | -6.7 | 2.5 | -11.3 | 1.9 | -3.8
CN(CCC#N)C(=O)COC(=O)/C=C/c1ccc2c(c1)OCO2 | -8.1 | -3.7 | 11.7 | -1.0 | -1.4 | 0.6 | 39.7 | 0.3 | -4.3
Clc1ccc(-c2nnc(-c3ccccc3)o2)c(Cl)c1 | -9.5 | 0.1 | -2.2 | -1.0 | -1.9 | -0.3 | -12.6 | -2.2 | -8.9
CC(C)n1c(-c2cccnc2)nc2cnccc21 | 8.2 | -2.0 | -0.9 | -4.2 | -2.5 | 0.1 | -13.3 | -0.9 | 0.9
Cc1cc(NC(=O)c2cncc(Br)c2)ccc1NC(=O)c1cc2ccccc2o1 | -19.8 | -15.3 | -0.2 | -1.3 | -4.2 | 0.5 | 2.5 | 1.2 | -4.7
COC(=O)Nc1sccc1C(=O)Nc1sccc1C(=O)OC | -11.5 | 4.5 | -5.4 | -2.6 | -3.0 | -0.4 | -17.0 | 0.1 | 5.3
COCCn1c(SCC(=O)c2c(N)n(C)c(=O)n(C)c2=O)nc2ccccc21 | -6.8 | 4.9 | -4.9 | -0.9 | -1.7 | 2.5 | 12.5 | 0.2 | -5.7
Cc1cc(C)c(C(=O)CC(=O)c2ccccc2Cl)c(O)c1 | -5.5 | -22.2 | -3.6 | -3.6 | -3.4 | -1.6 | 10.9 | -1.2 | 3.2
C#CCOCCOCCOCCNc1nc(N2CCN(C(=O)[C@H](CCCCN)n3cc([C@@H](N)C(C)CC)nn3)CC2)nc(N2CCN(C(=O)[C@H](Cc3ccc(O)cc3)n3cc([C@@H](N)C(C)CC)nn3)CC2)n1 (stereo partly specified) | 0.2 | 55.6* | . | 2.5 | 2.2 | 2.0 | 21.9 | 0.9 | -69.3
COc1cccc(S(=O)(=O)N2CCN(Cc3ccc4c(c3)OCO4)CC2)c1 | -2.7 | -11.1 | 0.6 | 0.2 | -1.5 | 1.3 | -2.5 | -1.4 | -8.5
COc1cc(NC2c3ncccc3C(=O)N2Cc2ccco2)cc(OC)c1OC (stereo unspecified) | -5.4 | -4.2 | -4.9 | -0.7 | -1.6 | 0.1 | -25.8 | 5.2 | 13.4
COC(=O)/C=C/CSC1=N/C(=C/c2ccc(-n3cncn3)cc2)C(=O)N1 | 0.7 | -2.5 | -2.0 | -6.8 | -1.9 | 0.1 | 20.3 | 0.1 | 6.7
CCC(Cc1ccccc1)NS(=O)(=O)c1csc(C(N)=O)c1 (stereo unspecified) | -0.1 | -6.0 | 1.8 | 0.8 | 1.1 | 0.6 | 32.4 | 1.0 | 13.7
CC1C(=O)NN=C1C(=O)N/N=C/c1ccco1 (stereo unspecified) | -9.0 | 4.3 | -4.9 | -3.2 | -3.3 | 6.2 | 0.3 | 0.9 | 7.3
COc1ccc2nc(NC(=O)c3cc(C)oc3C)sc2c1 | -13.2 | -3.2 | -4.1 | -3.9 | -4.6 | -1.3 | -10.8 | -2.2 | -11.9
COC(=O)c1ccc(C2C(Oc3ccccc3C)C(=O)N2CCc2ccc(OC)c(OC)c2)cc1 (stereo unspecified) | 2.8 | -30.4 | -3.2 | -3.3 | -2.9 | 0.9 | 7.2 | 0.1 | -14.3
Cc1c(Cl)c([N+](=O)[O-])nn1CC(=O)NC(C)c1ccccc1 (stereo unspecified) | -11.0 | -2.5 | -8.4 | -2.2 | -4.3 | 0.5 | . | -0.1 | -4.5
CCc1nnc(NC(=O)CSc2nc(-c3ccccc3)cc(-c3ccc(OC)cc3)c2C#N)s1 | -0.2 | 0.4 | 2.7 | -3.0 | -3.2 | 0.5 | -4.0 | -0.4 | -3.5
CCN(c1ccccc1)S(=O)(=O)c1ccc(C(=O)Nc2nnc(C3CC3)o2)cc1 | -7.2 | -41.1 | 1.4 | -2.4 | -3.4 | 0.5 | -20.9 | -1.8 | 27.5
CC(CC(=O)O)CC(=O)Nc1nncs1 (stereo unspecified) | -7.2 | 2.6 | -7.4 | 1.0 | -0.7 | 1.1 | 41.5 | 1.7 | 8.5
CC1CCCN(C(=O)CCNS(=O)(=O)c2ccc3c(c2)c(=O)n(C)c(=O)n3C)C1 (stereo unspecified) | -9.7 | -12.5 | -6.0 | 2.9 | 1.9 | 0.8 | -110.7 | -0.1 | 12.9
CCOC(CNC(=O)c1ccc2c(c1)ncn2-c1cccc(F)c1)OCC | 0.5 | -32.5 | -3.9 | 0.1 | -3.3 | -0.4 | -31.1 | -0.9 | 5.5
COCCN1CCC(CNCc2c(C(=O)N3CCCCC3)nc3c(C)cccn23)C1 (stereo unspecified) | -14.6 | 4.8 | 8.1 | -1.8 | -2.1 | 0.2 | 19.7 | 0.2 | -21.6
O=C(COC(=O)COc1ccccc1[N+](=O)[O-])Nc1ccc(S(=O)(=O)N2CCCCC2)cc1 | 3.2 | -2.0 | 1.1 | 0.2 | -1.0 | 4.1 | 8.2 | 4.2 | 6.9
CCOc1cccc(N2C(=O)CC(NNC(=O)c3ccc(Br)o3)C2=O)c1 (stereo unspecified) | -2.3 | -12.5 | 4.3 | -1.3 | -2.9 | 1.8 | 33.4 | 1.6 | -4.5
O=C1/C(=C/c2cccnc2)SC(=S)N1C1CCS(=O)(=O)C1 (stereo unspecified) | -5.8 | -4.0 | -10.0 | 0.7 | 2.6 | 1.2 | -3.4 | 0.7 | 1.2
CCC(=O)Nc1ccc(-c2nnc(SCC(=O)NCC3CCCO3)n2C)cc1 (stereo unspecified) | 1.3 | -5.6 | 11.7 | -2.0 | -1.9 | 1.6 | -8.6 | 0.2 | 15.5
CCCC(=O)NC(Nc1c(C)n(C)n(-c2ccccc2)c1=O)C(Cl)(Cl)Cl (stereo unspecified) | -10.6 | 4.7 | 1.9 | 0.1 | -1.9 | 0.0 | 14.6 | -0.6 | -6.9
COc1c(C(=O)Nc2ccccc2N2CCOCC2)cc2ccccc2c1Br | -12.1 | -26.9 | -3.1 | -1.5 | -0.9 | -0.1 | -0.6 | -0.6 | -18.6
CC(C)(CO)NC(=O)CCCOc1ccc(Cl)cc1Cl | 4.9 | -8.1 | -0.6 | -2.1 | -0.2 | 2.2 | -0.6 | 3.6 | 1.9
O=C(OCc1cn(-c2ccc(Cl)c(Cl)c2)nn1)c1ccccc1 | 2.3 | -0.4 | -5.4 | -0.3 | -1.4 | 0.2 | 11.3 | 0.7 | 1.3
O=c1[nH]c(=O)n(C2OC(CO)C(O)C2O)cc1Br (stereo unspecified) | -18.3 | -12.5 | -8.3 | -0.1 | -5.1 | 0.8 | 34.6 | 0.4 | 8.4
CN(C(=O)c1ccc(Oc2ccc([N+](=O)[O-])cc2)cc1)C1CCCCC1 | 23.3 | -22.7 | -10.1 | -1.9 | -0.5 | 7.2 | 41.1 | 2.0 | -8.1
COc1cccc2cc(C(=O)C3=C(O)C(=O)N(CCN(C)C)C3c3ccc(F)cc3)oc12 (stereo unspecified) | -1.6 | -6.2 | -4.1 | -0.5 | 2.5 | -1.1 | -3.3 | 0.5 | 0.6
COc1ccccc1CNC(=O)c1ccc2c(=O)n3c(nc2c1)CCCCC3 | -2.1 | -47.0 | -7.1 | -2.9 | -3.5 | -2.1 | 64.9* | -1.8 | 6.2
O=c1[nH]c2ccc(S(=O)(=O)N3CCN(c4ccccc4)CC3)cc2[nH]c1=O | 0.8 | -1.9 | 2.8 | -0.8 | -1.7 | 0.2 | -117.6 | -1.1 | 1.9
